APEX1 inh = qHTS Assay for Inhibitors of the Human Apurinic/apyrimidinic Endonuclease 1 (APE1); DNA repair nuclease/redox regulator APEX1 (Homo sapiens), P27695; recombinant APE1, TAMRA/BHQ-2 abasic DNA cleavage fluorescence; Potency, µM (top dose mostly 65.8 µM), without a hit: at the highest dose activity change, negative = inhibition, usual class: inhibitors; 350,000 tested, 0.35% active; AID 2517, 2012;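 also: plate controls were vehicle for no effect and reference inhibitor for full effect; nearly all actives have a fitted effect of over 55% in size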
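Quantitative HTS: incision of a TAMRA/BHQ-2 double-stranded substrate bearing a tetrahydrofuran abasic site by 0.75 nM APE1 raises fluorescence. Substrate 50 nM final, added after 15 min compound preincubation at room temperature; progress as third-minus-first kinetic read difference.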
POLK inh = qHTS for Inhibitors of Polymerase Kappa; purified Pol kappa, fluorescent DNA synthesis assay, 10 min; Potency, µM (highest dose often 107 µM), inactives show at the highest dose activity, negative = inhibition, usual class: inhibitors; 400,000 tested, 0.53% active; AID 588579, 2011; also: % is scaled to controls: 0 for no effect and ±100 for the full control effect
Target sequence (Q9UBT6 whole entry, looked up): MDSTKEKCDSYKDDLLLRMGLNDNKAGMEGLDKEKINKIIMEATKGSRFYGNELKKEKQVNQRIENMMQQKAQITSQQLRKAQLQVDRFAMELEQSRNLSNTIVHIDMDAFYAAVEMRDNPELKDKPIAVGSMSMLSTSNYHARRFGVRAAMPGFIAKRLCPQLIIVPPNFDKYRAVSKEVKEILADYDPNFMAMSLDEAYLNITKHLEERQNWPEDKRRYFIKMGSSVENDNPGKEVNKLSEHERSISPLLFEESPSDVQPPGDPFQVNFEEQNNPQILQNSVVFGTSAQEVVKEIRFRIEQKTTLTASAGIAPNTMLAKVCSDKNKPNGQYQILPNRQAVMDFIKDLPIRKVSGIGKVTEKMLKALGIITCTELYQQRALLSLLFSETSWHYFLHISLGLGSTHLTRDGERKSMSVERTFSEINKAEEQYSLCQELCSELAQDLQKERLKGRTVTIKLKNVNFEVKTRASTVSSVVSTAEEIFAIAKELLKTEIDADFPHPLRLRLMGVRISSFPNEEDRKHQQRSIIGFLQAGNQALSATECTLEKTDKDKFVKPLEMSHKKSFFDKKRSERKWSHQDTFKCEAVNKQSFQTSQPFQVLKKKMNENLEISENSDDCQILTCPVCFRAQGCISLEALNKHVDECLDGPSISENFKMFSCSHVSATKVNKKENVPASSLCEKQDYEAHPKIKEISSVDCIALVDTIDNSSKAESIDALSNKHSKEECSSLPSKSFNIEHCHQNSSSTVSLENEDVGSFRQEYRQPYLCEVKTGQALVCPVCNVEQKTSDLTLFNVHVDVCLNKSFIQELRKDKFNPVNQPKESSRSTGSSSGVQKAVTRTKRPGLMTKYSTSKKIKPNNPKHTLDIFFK
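Kinetic fluorescence readout at 0 and 10 min followed reaction start with substrate at 50 nM final. Beforehand, enzyme (10 nM Pol kappa) stood 15 min with compound at room temperature; buffer-only wells were negative controls.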
BAZ2B block = qHTS Assay for Inhibitors of BAZ2B. 360,000 tested, 4.4% active. Potency, µM (highest dose often 114 µM), inactives show at the highest dose activity change, negative = inhibition, actives largely listed as inhibitors. AID 504333, 2011. AlphaScreen BAZ2B-H3K14Ac peptide displacement; also: % is scaled to controls: 0 for no effect and ±100 for the full control effect; nearly all actives have a fitted effect of over 60% in size
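AlphaScreen displacement: compounds (up to 110uM) incubated 30 min at room temperature with a preformed 50 nM BAZ2B/50 nM biotinylated H3K14Ac peptide complex in PBS pH 7.4 with Tween-20. Donor and acceptor beads at 10 ug/mL final added, 20 min light-protected before reading.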
POLB inh = qHTS Assay for Inhibitors of DNA Polymerase Beta; Pol beta primer extension/strand displacement, fluorescence kinetic; Potency, µM (titrated, usually from 114 µM), inactives show at the highest dose activity change, negative = inhibition, usual class: inhibitors; 340,000 tested, 1.3% active; AID 485314, 2010; also: % is scaled to controls: 0 for no effect and ±100 for the full control effect
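Values derive from four-parameter Hill fits of normalized kinetic data: reads at 0 and 10 min following addition of 50 nM substrate to 10 nM Pol beta preincubated 15 min with compound.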
Pol iota inh = qHTS for Inhibitors of Polymerase Iota; DNA polymerase iota (Homo sapiens), Q9UNA4; Pol iota fluorescent replication assay, 10 min; Potency, µM (series often up to 115 µM), for the others: top-dose activity, negative = inhibition, hits mostly inhibitors; 390,000 tested, 1% active; AID 588590, 2011
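Fluorescent replication assay read twice, at 0 min and 10 min after adding 50 nM (final) substrate. Enzyme (10 nM) and compounds were first incubated 15 min at room temperature; enzyme-free buffer wells were negative controls.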
G9a block = qHTS Assay for Inhibitors of Histone Lysine Methyltransferase G9a; Histone-lysine N-methyltransferase EHMT2 (Homo sapiens), Q96KQ7; G9a H3K9 monomethylation, AlphaScreen, 2 h; Potency, µM (highest dose often 102 µM), for inactives: top-dose activity, negative = inhibition, actives largely listed as inhibitors; 350,000 tested, 8.8% active; AID 504332, 2011; also: % is scaled to controls: 0 for no effect and ±100 for the full control effect; nearly all actives have a fitted effect of over 75% in size
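Readings reflect AlphaScreen signal from monomethyl-H3K9 antibody detection. HMT at 20 nM; substrate b-H3K9 500 nM; cofactor SAM 20 uM; 2 h RT reaction; compounds tested as titrations in qHTS with 15 min preincubation.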
Pol eta inh = qHTS for Inhibitors of Polymerase Eta; recombinant Pol eta, fluorescent DNA replication assay; Potency, µM (doses to about 114 µM), for the others: at the top dose activity change, negative = inhibition, hits mostly inhibitors; 390,000 tested, 1.2% active; DNA polymerase eta (Homo sapiens), Q9Y253; AID 588591, 2011; also: % is scaled to controls: 0 for no effect and ±100 for the full control effect
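Fluorescent replication assay: 50 nM final substrate added after a 15 min room-temperature compound preincubation with 10 nM enzyme. Signal taken at 0 min and again at 10 min.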
JMJD2A Tudor inh = qHTS Assay for Inhibitors of JMJD2A-Tudor Domain. Lysine-specific demethylase 4A (Homo sapiens), O75164. AlphaScreen JMJD2A-Tudor / H3K4me3 peptide binding. Potency, µM (titrated, usually from 114 µM), for inactives: at the top dose activity change, negative = inhibition, most hits filed as inhibitors. 390,000 tested, 4.4% active. AID 504339, 2011; also: % is scaled to controls: 0 for no effect and ±100 for the full control effect; nearly all actives have a fitted effect of over 50% in size
BLM inh = qHTS Assay for Inhibitors of Bloom's syndrome helicase (BLM). RecQ-like DNA helicase BLM (Homo sapiens), P54132. Potency, µM (titrated, usually from 56.1 µM), for the others: at the top dose activity change, negative = inhibition, actives largely listed as inhibitors. 350,000 tested, 0.2% active. recombinant BLM DNA unwinding, fluorescence dequenching;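 also: plate controls were vehicle for no effect and no enzyme for full effect; nearly all actives have a fitted effect of over 35% in size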
The depositor's hits bear a star; u = inconclusive; x = not tested or not shown; [ ] = dose if it differs, or a comment. Calls follow the shape of the dose curve; as a rule, active = well fitted curve in the direction sought with a large enough effect; inconclusive = small, poorly fitted or top-dose-only effect, or another doubt; inactive = no such curve, though single readings can be large; an effect the other way counts as inactive or inconclusive. Potency is read from the fitted curve at half-maximal effect. Only part of the results is shown. The share of hits here may be higher or lower than overall.

Every second line gives: APEX1 inh, POLK inh, BAZ2B block, POLB inh, Pol iota inh, G9a block, Pol eta inh, JMJD2A Tudor inh, BLM inh
> CCC(C)C(NC(=O)C1CCC(=O)N1C(=O)OCc1ccccc1)C(=O)NC(Cc1ccccc1)C(N)=O (stereo unspecified)
  26.2%[12.4 µM], -10.6%, -0.8%, -1.8%, 4.2%, 23.0%[59 µM], 11.2%, 1.4%, -2.4%
> COc1ccc(NC(=O)COC(=O)CCc2cc(OC)c(OC)c(OC)c2)c([N+](=O)[O-])c1
  53.6%[activator], -3.6%, 12.9%, 29.4%, -4.0%, -24.6%, -8.1%, -4.8%, -1.2%
> CSCCC(C(=O)N1CC2(C)CC1CC(C)(C)C2)N1C(=O)c2ccccc2C1=O (stereo unspecified)
  14.2%, -19.7%, 0.0%, 1.1%, 9.5%, u, -3.9%, -28.4%, -8.5%
> Cc1ccc(-c2onc(C)c2C)cc1S(=O)(=O)N1CCOc2ccccc21
  16.1%, 2.4%, -26.8%, -3.5%, -25.0%, -3.6%, -5.4%, 8.2%, -8.5%
> CCOc1ccc(NC(=O)NC(C)c2c(-n3cccc3)sc3c2CCN(CC)C3)cc1 (stereo unspecified)
  x, 2.7%, u, 1.7%, 20.3%, u, -1.2%, u, -0.4%
> COc1ccc(C(=O)OCCc2sc[n+](CC(=O)c3ccccc3)c2C)cc1
  12.4%[12.4 µM], -0.7%, 0.5%, -1.4%, 16.2%, -10.9%[59 µM], -16.3%, -30.0%, -0.8%
> CCOc1ccccc1Nc1sc(C(=O)c2ccccc2)c(N)c1C(=O)NCCc1ccccc1
  x, -1.3%[60.1 µM], -2.1%, 12.5%, 5.9%, u, -19.6%, -34.0%, -2.9%
> CC(Sc1nc2cc([N+](=O)[O-])ccc2n1-c1ccc(F)cc1)C(=O)NCc1ccc2c(c1)OCO2 (stereo unspecified)
  8.1%, -7.9%, u, -26.1%, 20.5%, u, -17.7%, u, -14.8%
> COc1cc(CNC(=O)c2cnc3c(-c4cccc(C)c4)c(C)nn3c2C)cc(OC)c1OC
  x, 0.0%, -5.7%, -28.6%, -12.8%, 4.1%[59 µM], -12.6%, -21.7%, -5.1%
> CCOC(=O)CSC1=C(C#N)C(c2ccc(C)o2)CC(=O)N1 (stereo unspecified)
  -0.9%, -11.6%, 1.0%, -11.9%, u, u, -1.9%, -32.4%, 0.4%
> O=C(O)c1cccc(Nc2nc3ccccc3nc2NS(=O)(=O)c2ccc(F)cc2)c1
  10.6%, -17.4%, x, x, u, x, -1.4%, -13.2%, x
> CCON1C(=O)C2(CCCCC2)C(=O)C12C=CCCC2 (stereo unspecified)
  x, -10.2%, x, x, 25.3%, x, -21.4%, -2.8%, x
> COc1cccc(CNC(=O)CCC2CCCN(c3cc(C)nc(N(C)C)n3)C2)c1 (stereo unspecified)
  0.3%, 0.5%, 7.6%, -2.3%, -4.5%, -3.0%, -12.9%, -6.4%, -1.5%
> CCCOc1ccccc1/C=C1\SC(N)=NC1=O
  27.8%, -5.6%, 4.9%, 21.0%, 22.7%, 18.5%, -5.2%, -15.1%, -5.0%
> COC(=O)c1cc(OC)c(=O)c2c(OC)c(OC)ccc2c1
  -2.1%, -1.3%[60.1 µM], x, x, x, -40.1%[2.33 µM], x, x, -6.4%
> COc1ccc(OC)c(NC(=O)CSc2nc(-c3ccccc3C)nc3cc(=O)[nH]n23)c1
  x, -3.4%, -22.4%, 4.1%, 11.0%, -8.1%[59 µM], -22.5%, -17.9%, 0.3%
> COc1ccc(CCN2C(=O)CS/C2=N/NC(=O)c2ccccc2F)cc1OC
  11.6%, -7.0%, 2.4%, 18.1%, -9.8%, 1.3%[59 µM], -3.1%, -6.1%, 4.1%
> Cc1cccc(C)c1NC(=O)CNC(=O)c1ccc(S(=O)(=O)NCc2ccco2)cc1
  5.2%, -29.6%, -6.7%, x, -6.7%, u, -10.2%, 0.7%, x
> CCOc1ccc(Cl)cc1S(=O)(=O)N1CCC(C(=O)N2CCCC2)CC1
  1.9%, -19.1%, -1.4%, 1.9%, 17.9%, x, -6.0%, -16.0%, 3.3%
> CCCn1c(=N)n(CC(O)c2ccco2)c2ccccc21 (stereo unspecified)
  3.5%, -1.9%, -1.1%, 1.6%, 1.4%, -6.3%[59 µM], 5.8%, -16.0%, 3.7%

Looked up by compound from the list above, three records:
Every second line gives: APEX1 inh, POLK inh, BAZ2B block, POLB inh, Pol iota inh, G9a block, Pol eta inh, JMJD2A Tudor inh, BLM inh
> CSCCC(C(=O)N1CC2(C)CC1CC(C)(C)C2)N1C(=O)c2ccccc2C1=O (stereo unspecified)
  14.2%, -19.7%, 0.0%, 1.1%, 9.5%, u, -3.9%, -28.4%, -8.5%
> COc1ccc(C(=O)OCCc2sc[n+](CC(=O)c3ccccc3)c2C)cc1
  12.4%[12.4 µM], -0.7%, 0.5%, -1.4%, 16.2%, -10.9%[59 µM], -16.3%, -30.0%, -0.8%
> CCOc1ccc(NC(=O)NC(C)c2c(-n3cccc3)sc3c2CCN(CC)C3)cc1 (stereo unspecified)
  x, 2.7%, u, 1.7%, 20.3%, u, -1.2%, u, -0.4%

Next structures follow:
Every second line gives: APEX1 inh, POLK inh, BAZ2B block, POLB inh, Pol iota inh, G9a block, Pol eta inh, JMJD2A Tudor inh, BLM inh
> CCc1nc2c(cnn2-c2ccc(Cl)cc2)c(=O)n1-c1ccc(OC)c(Cl)c1
  x, -3.3%, x, u, -7.3%, 2.8%[59 µM], -17.7%, 2.0%, -6.5%
> CCC1Oc2ccc(C)cc2N(CC(=O)N(Cc2cccnc2)Cc2cccc(F)c2)C1=O (stereo unspecified)
  8.0%, 0.6%, 0.3%, 1.3%, -12.4%, -2.2%[59 µM], -6.9%, -10.7%[57.1 µM], -0.7%
> CCn1ccnc1CN1CCCCC1C(=O)Nc1ccc(Oc2cccnc2)cc1 (stereo unspecified)
  11.4%, -13.1%, u, 43.0%, 0.7%, x, -4.8%, -20.8%, -4.5%
> N/C(=N\OS(=O)(=O)c1ccc(Cl)cc1)c1ccncc1
  -0.3%, -1.6%, 7.3%, 0.3%, 9.5%, 2.51µM*, -7.4%, -15.1%, 0.3%
> CC(=O)N1CCN(c2ccc([N+](=O)[O-])cc2C#N)CC1
  -7.0%, -6.5%, -5.8%, -1.7%, 77.1%[activator], u, -11.6%, -2.8%, -3.1%
> O=C(/C=C/c1ccc(-c2ccccc2)cc1)NCc1cccnc1
  0.1%, -2.2%, -13.9%, 50.1µM*, u, -4.4%[0.501 µM], -34.8%, -8.9%, -11.9%
> CCn1ccnc1C(O)c1cccc(OC)c1OC (stereo unspecified)
  2.9%, 10.3%, -1.3%, 26.0%, 35.6%[activator], u, -8.5%, -2.1%, -1.2%
> CCCCNC(=O)CCCn1c(=O)c2ccccc2n(CC(=O)NCCC2=CCCCC2)c1=O
  0.4%, -12.8%, 2.3%, 0.2%, 2.8%, -10.8%[59 µM], -7.4%, -2.1%[11.4 µM], -0.2%
> CCCCN1CCNC1=S
  10.7%, 3.7%, 3.6%, 44.2%, 35.6%[activator], -5.6%[2.33 µM], -13.3%, -4.8%, -4.2%
> CCOc1ccc(Br)cc1C1=CC(=O)C[C@H](c2ccc(OC)cc2)C1
  24.0%, -2.0%, -0.3%, x, 13.6%, -0.9%[0.501 µM], -25.4%, -2.2%, x
> CC(C)Sc1nc2c(c(=O)[nH]c(=O)n2C)n1C
  0.7%, -0.3%, 17.9%, 3.4%, 5.6%, -28.7%, -6.8%, 3.1%, 1.4%
> COC(=O)c1ccc(COc2cccc3c2OC(C)(C)C3)cc1
  15.9%, -2.3%, -19.4%, -6.0%, -5.4%, 30.7%, -16.6%, 100.0%[activator], -13.8%
> Cc1ccc(-c2nnc(Nc3ccc(CC(N)=O)cc3)c3ccccc23)cc1
  -0.5%, -11.3%, -5.3%, -2.1%, -6.8%, 4.4%, -14.1%, 1.3%, -7.6%
> C=CCN(C(=O)CNC(=O)c1ccco1)C(C(=O)NC1CCCCC1)c1ccc(F)cc1 (stereo unspecified)
  7.0%, -4.1%, 2.4%, 1.8%, 17.0%, 1.7%[59 µM], 3.0%, 0.0%, -0.2%
> Cn1c(=O)c2c(ncn2CC(=O)N2CCN(c3ccccc3)CC2)n(C)c1=O
  -3.1%, -1.9%, -18.7%, -22.1%, 23.4%, -34.8%[59 µM], -16.5%, 6.6%, -1.0%
> O=C(NCCc1ccc(Cl)cc1)c1ccc(CS(=O)Cc2ccc(Cl)cc2)o1 (stereo unspecified)
  -7.1%, -9.9%, -38.1%, 11.5%, -12.2%, -13.7%, -7.5%, -16.5%, -1.7%
> Cc1ccc(N/C(N)=N/c2nc(C)cc(C)n2)cc1
  2.4%, 4.2%, -1.5%, 1.4%, 40.5%[activator], 15.4%, -2.7%, -6.2%, 46.2%[activator]
> Cc1ccc(C)c(OCC(=O)Nc2ccccc2N2CCCC2)c1
  -16.9%, -9.5%, u, -1.7%, -15.6%, 39.8µM*, -6.7%, u, -5.8%
> COc1ccccc1NC(=O)CCN1CCN(CCC(=O)Nc2ccccc2OC)CC1
  -8.3%, x, -6.0%, -1.5%, x, 25.7%[59 µM], x, x, -1.0%
> COc1ccc(-n2nnnc2/C=C\Nc2ccccc2C(=O)c2ccccc2)cc1
  -0.9%, u, -34.0%, 0.1%, 11.6%, -24.8%, -12.7%, -32.8%[57.1 µM], -1.7%
> CNC(=O)CC1C(=O)N(C)C(=S)N1NC(=O)c1ccc(Cl)cc1 (stereo unspecified)
  -7.0%, -17.1%, 5.1%, -21.9%, -3.4%, 4.1%[59 µM], -16.7%, -8.2%, -2.4%
> CCOC(=O)C(=CNc1nc(-c2ccc3ccccc3c2)cs1)C(=O)OCC
  9.9%, -4.2%, 20.6%, 8.2%, -12.0%, 37.0%[activator], -23.1%, 50.8%[activator], -11.8%

From PubChem
